# Pol eta inh: qHTS for Inhibitors of Polymerase Eta; DNA polymerase eta (Homo sapiens), Q9Y253; AID 588591, 2011; Potency, µM (highest dose often 114 µM), for inactives: at the top dose activity change, negative = inhibition, usual class: inhibitors; 390,000 tested, 1.2% active; recombinant Pol eta, fluorescent DNA replication assay; also: potency is read from the fitted curve at half-maximal effect; % is scaled to controls: 0 for no effect and ±100 for the full control effect
#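 Fluorescent replication assay: 50 nM final substrate added after a 15 min room-temperature compound preincubation with 10 nM enzyme. Signal taken at 0 min and again at 10 min.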
# POLI inh: qHTS for Inhibitors of Polymerase Iota; Pol iota fluorescent replication assay, 10 min; AID 588590, 2011; DNA polymerase iota (Homo sapiens), Q9UNA4; 390,000 tested, 1% active; Potency, µM (titrated, usually from 115 µM), inactives show at the top dose activity, negative = inhibition, usual class: inhibitors; also: potency is read from the fitted curve at half-maximal effect
# Target sequence (Q9UNA4 whole entry, looked up): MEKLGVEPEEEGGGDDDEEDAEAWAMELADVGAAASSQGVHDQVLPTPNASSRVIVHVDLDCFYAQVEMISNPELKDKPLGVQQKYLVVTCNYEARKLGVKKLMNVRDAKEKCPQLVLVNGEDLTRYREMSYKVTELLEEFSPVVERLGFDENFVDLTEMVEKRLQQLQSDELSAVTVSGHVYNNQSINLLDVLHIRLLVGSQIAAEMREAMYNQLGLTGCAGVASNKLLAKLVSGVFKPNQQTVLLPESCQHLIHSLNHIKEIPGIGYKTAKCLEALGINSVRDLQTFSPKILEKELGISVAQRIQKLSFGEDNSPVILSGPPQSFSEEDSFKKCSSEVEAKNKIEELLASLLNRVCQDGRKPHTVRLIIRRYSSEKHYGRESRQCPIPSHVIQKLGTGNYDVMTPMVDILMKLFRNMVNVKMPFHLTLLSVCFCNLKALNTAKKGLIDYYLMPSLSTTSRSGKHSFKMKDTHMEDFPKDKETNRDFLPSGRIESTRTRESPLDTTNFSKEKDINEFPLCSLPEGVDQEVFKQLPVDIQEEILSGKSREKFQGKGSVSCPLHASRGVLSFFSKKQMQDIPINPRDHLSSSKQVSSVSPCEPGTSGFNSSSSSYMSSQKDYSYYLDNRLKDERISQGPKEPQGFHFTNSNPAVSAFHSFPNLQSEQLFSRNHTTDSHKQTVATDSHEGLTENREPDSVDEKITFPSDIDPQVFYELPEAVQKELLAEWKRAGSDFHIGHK
#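 Pol iota at 10 nM preincubated 15 min with compounds at room temperature; reaction started with fluorescent substrate, 50 nM final. Fluorescence read kinetically at 0 and 10 min; buffer-only wells as negative control.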
# Pol beta inh: qHTS Assay for Inhibitors of DNA Polymerase Beta; Potency, µM (titrated, usually from 114 µM), for inactives: at the highest dose activity change, negative = inhibition, hits mostly inhibitors; P06746; 340,000 tested, 1.3% active; Pol beta primer extension/strand displacement, fluorescence kinetic; also: potency is read from the fitted curve at half-maximal effect; % is scaled to controls: 0 for no effect and ±100 for the full control effect
#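 10 nM enzyme + cpd, 15 min RT; start with substrate 50 nM final; read 0 min and after 10 min RT. Corrected, normalized data; 4-parameter Hill curve fit.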
# Pol kappa inh: qHTS for Inhibitors of Polymerase Kappa; DNA polymerase kappa (Homo sapiens), Q9UBT6; purified Pol kappa, fluorescent DNA synthesis assay, 10 min; Potency, µM (highest dose often 107 µM), inactives show at the top dose activity, negative = inhibition, hits mostly inhibitors; 400,000 tested, 0.53% active; AID 588579, 2011; also: potency is read from the fitted curve at half-maximal effect; % is scaled to controls: 0 for no effect and ±100 for the full control effect
#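 Kinetic fluorescence readout at 0 and 10 min followed reaction start with substrate at 50 nM final. Beforehand, enzyme (10 nM Pol kappa) stood 15 min with compound at room temperature; buffer-only wells were negative controls.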
# PGK inhibitor: qHTS Assay to Find Inhibitors of Phosphoglycerate Kinase; 380,000 tested, 0.043% active; Potency, µM (highest dose often 57.5 µM), for inactives: at the highest dose activity change, negative = inhibition, most hits filed as inhibitors; Phosphoglycerate kinase, glycosomal (Trypanosoma brucei brucei), P07378; PGK/GAPDH coupled, Kinase-Glo luminescence, 60 min; also: potency is read from the fitted curve at half-maximal effect; % is scaled to controls: 0 for no effect and ±100 for the full control effect; nearly all actives have a fitted effect of over 60% in size
#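 Luminescent ATP detection (Kinase-Glo Plus) follows a 60-minute room-temperature incubation, with wells lacking PGK as controls. Buffer: 100 mM TEA (pH 7.6), 5 mM MgCl2, 0.01% Tween-20. Coupling enzyme GAPDH (100 nM final) supplies unstable 1,3-BPG in-well.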
# RXFP1 antag: qHTS Assay for Antagonists of the Relaxin Receptor RXFP1 | HEK293-RXFP1, relaxin-stimulated cAMP HTRF, 30 min; active compounds read low | 350,000 tested, 0.59% active | Relaxin receptor 1 (Homo sapiens), Q9HBX9 | AID 1259400, 2018 | activity change, negative = inhibition, % at 57.5 µM;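 active = activity change of -60% or lower, but not beyond a set lower limit; inconclusive = change between -60% and -40%, or beyond the set limit; inactive = change above -40%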; also: % is scaled to controls: 0 for no effect and ±100 for the full control effect
# Apoferritin bind: qHTS Assay for Identification of Novel General Anesthetics | Ferritin light chain (Equus caballus), P02791 | apoferritin/1-aminoanthracene competitive binding, fluorescence | Potency, µM (doses to about 77.5 µM), for inactives: at the top dose activity change, negative = displacement, actives largely listed as inhibitors | 350,000 tested, 0.074% active | AID 485281, 2010; also: potency is read from the fitted curve at half-maximal effect; % is scaled to controls: 0 for no effect and ±100 for the full control effect; nearly all actives have a fitted effect of over 20% in size
#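 10 uM apoferritin + 50% sat. 1-AMA, PBS; cpd 10 min RT; Ex380/Em535 endpoint; normalized to free probe vs complex; 4-param Hill fit; propofol titration as pos. ctrl.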
# BLM inh: qHTS Assay for Inhibitors of Bloom's syndrome helicase (BLM). RecQ-like DNA helicase BLM (Homo sapiens), P54132. recombinant BLM DNA unwinding, fluorescence dequenching. Potency, µM (top dose mostly 56.1 µM), without a hit: top-dose activity change, negative = inhibition, usual class: inhibitors. 350,000 tested, 0.2% active;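 also: potency is read from the fitted curve at half-maximal effect; plate controls were vehicle for no effect and no enzyme for full effect; nearly all actives have a fitted effect of over 35% in size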
# APE1 inh: qHTS Assay for Inhibitors of the Human Apurinic/apyrimidinic Endonuclease 1 (APE1). DNA repair nuclease/redox regulator APEX1 (Homo sapiens), P27695. recombinant APE1, TAMRA/BHQ-2 abasic DNA cleavage fluorescence. Potency, µM (series often up to 65.8 µM), for the others: at the top dose activity change, negative = inhibition, hits mostly inhibitors. 350,000 tested, 0.35% active;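 also: potency is read from the fitted curve at half-maximal effect; plate controls were vehicle for no effect and reference inhibitor for full effect; nearly all actives have a fitted effect of over 55% in size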
# Target sequence (P27695 whole entry, looked up): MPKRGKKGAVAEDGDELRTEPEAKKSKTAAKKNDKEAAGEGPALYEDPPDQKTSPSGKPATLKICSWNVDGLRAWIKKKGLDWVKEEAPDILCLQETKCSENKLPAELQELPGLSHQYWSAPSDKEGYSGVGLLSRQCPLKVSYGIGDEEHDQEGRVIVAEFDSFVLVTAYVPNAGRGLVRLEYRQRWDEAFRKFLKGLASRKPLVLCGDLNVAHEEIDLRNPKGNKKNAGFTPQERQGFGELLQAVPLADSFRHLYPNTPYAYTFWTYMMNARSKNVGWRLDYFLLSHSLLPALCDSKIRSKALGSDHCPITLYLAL
#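 Endonuclease cleavage of a quenched abasic-site DNA duplex (50 nM) by APE1 (0.75 nM) was tracked by TAMRA dequenching. Compounds were preincubated with enzyme 15 min at room temperature; data normalized to buffer-only and DMSO wells plus NSC13755 control.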
# The depositor's hits bear a star; i = inactive; ? = inconclusive; · = no result given; & = joins results of further samples; [ ] = another dose, or the depositor's remark. Unless noted, calls follow the shape of the dose curve; as a rule, active = well fitted curve in the direction sought with a large enough effect; inconclusive = small, poorly fitted or top-dose-only effect, or another doubt; inactive = no such curve, though single readings can be large; an effect the other way counts as inactive or inconclusive.
SMILES,Pol eta inh,POLI inh,Pol beta inh,Pol kappa inh,PGK inhibitor,RXFP1 antag,Apoferritin bind,BLM inh,APE1 inh
CCn1c(COc2cccc(C)c2C)nnc1SCC(=O)Nc1cc(C)on1,-2%,50%[activator],11%,-10%,i,-1,-5%,0%,9%
CN(Cc1ccc(F)cc1)C(=O)CNC(=O)C1CCCCC1,-16%,-5%,3%,8%,-10%,0,-23%,-2%,27%
Cc1cc(C)cc(NC(=O)C2CCN(S(C)(=O)=O)CC2)c1,-19%,20%,?,5%,-2%,8,-7%,-10%,21%
O=C(N/N=C/c1ccc([N+](=O)[O-])s1)C(O)c1ccccc1 (stereo not given),-28%,?,?,2%[60.1 µM],-1%,-2,-6%,0%,5%
N#CC1=C(SCc2ccccc2)NC(=O)CC1c1ccccc1 (stereo not given),-12%,-14%,25%,-16%,-2%,4,-8%,-9%,?
CN(C)c1ccc(/C=N/NC(=O)C(=O)N2CCCCCC2)cc1,-18%,50%[activator],1%,3%,-10%,-6,-7%,-2%,90%[activator]
C=CCn1c(=S)[nH]c2cc(C(=O)N3CCN(c4ccccc4OC)CC3)ccc2c1=O,5%,16%,·,3%,i,?,·,·,32%
CCN1CCN(C(=O)C(=O)c2cn(CC(=O)N3CCCC3)c3ccccc23)CC1,-19%,48%[activator],14%,-1%,-9%,-4,-7%,-5%,21%
CCC/C(=N\NC(=O)c1ccccc1C)c1ccccc1,-18%,-3%,25%,6%,-4%,-6,-10%,0%,1%
CCOc1ccccc1OCCC(=O)Nc1ccc(F)c(Cl)c1,-23%,-11%,11%,-6%,i,-6,-16%,-1%,-5%
C#Cc1ccc([C@@H]2C=C(C(=O)N3CCOCC3)O[C@H](OCCCCO)C2)cc1,5%,?,-16%,-24%,-9%,·,-7%,-15%,-1%
CCOC(=O)c1oc2c(C)c(O)ccc2c(=O)c1-c1nncn1-c1ccccc1,-2%,8%,0%,-18%,-6%,7,-15%,2%,-6%
COc1ccc(CCNC(=O)CSc2nnc(CNC(=O)c3ccco3)o2)cc1OC,6%,3%,19%,-17%,-9%,5,-8%,-4%,-1%
CCC(C)Sc1ccc([C@@H]2[C@@H]3C(=O)N(C)C(=O)[C@@H]3[C@]3(C(=O)OC)CCCCN23)cc1 (stereo not given in full),-15%,1%,·,5%,0%,·,·,·,23%
Cc1cc(=O)[nH]c(SCC(=O)NC2CCCCC2)n1,0%,15%,6%,-4%,11%,-13,2%,-3%,75%[activator]
Clc1ccc2nc(C3CCN(Cc4nnnn4C4CCCCC4)CC3)[nH]c2c1,-2%,10%,3%,-17%,1%,12,-9%,1%,1%
CCCCN(Cc1ccco1)S(=O)(=O)c1csc(C(N)=O)c1,-1%,-13%,42%,-4%,-7%,-2,-8%,-5%,-1%
O=C(OCC(=O)N1CCCc2ccccc21)c1cc(S(=O)(=O)N2CCOCC2)ccc1Cl,-11%,-5%,·,1%,-2%,11,·,·,3%
COc1cccc(C(=O)C2CCCN(C(=O)CCc3scnc3C)C2)c1 (stereo not given),-17%,60%[activator],12%,0%,24%,-1,-10%,-1%,-2%
COc1cccc(/C=N/n2c(C)nc3ccccc3c2=O)c1O,-4%,3%,18%,-4%,2%,11,-17%,0%,3%
CCOC(=O)C1CCN(C(=O)c2sc3nc(-c4ccccc4)cn3c2C)CC1,-14%,5%,4%,-7%,-3%,3,-23%,1%,1%
O=C(CNC(=O)N1CC(=O)Nc2ccccc21)Nc1ccccc1,-2%,14%,-7%,7%,-4%,-5,-10%,0%,53%[activator]
COc1ccc(CC(=O)OCC(=O)NCCNC(=O)COC(=O)Cc2ccc(OC)cc2)cc1,-10%,14%,·,5%,4%,31,·,·,3%
CCCCn1c(N)c(N(CC(C)C)C(=O)c2cccc(S(=O)(=O)N(C)c3ccccc3)c2)c(=O)[nH]c1=O,-10%,18%,·,-4%,20%,-5,·,·,6%
Cc1[nH]n(-c2ccc(Cl)cc2)c(=O)c1C(=O)c1ccccc1,-14%,?,55%,4%,-11%,?,-6%,-4%,-12%
SMILES,Pol eta inh,POLI inh,Pol beta inh,Pol kappa inh,PGK inhibitor,RXFP1 antag,Apoferritin bind,BLM inh,APE1 inh
COc1cccc(S(=O)(=O)Nc2ccc3c(c2)OCCO3)c1,-13%,115%[activator],50%,-3%,-11%,-10,?,-3%,-10%
CN(CC(=O)Nc1ccc(F)cc1)C(=O)c1ccncc1,-9%,33%[activator],18%,5%,-12%,-6,-10%,-9%,47%[activator]
Cc1cccc(N2CCN(c3ccc4cc(S(=O)(=O)N5CCCCC5)ccc4n3)CC2)c1C,-21%,33%[activator],28%,-3%,-6%,-6,-4%,0%,13%
CN(CC(=O)Nc1ccccc1Cl)C(=O)CCSc1ccc(F)cc1,-15%,2%,·,-1%,-2%,-1,·,·,23%
O=C(COc1ccccc1Cl)Nc1ccc2oc(=O)ccc2c1,-24%,-7%,-4%,11%,i,-14,-5%,-7%,46%
COc1cc(N=Nc2ccccc2C(=O)O)ccc1O,-4%,2%,-1%,-3%,-6%,-6,-5%,-8%,?
COc1ccc(C(CC(=O)N2CCCC2)c2c(OC)cc(OC)c3ccc(=O)oc23)cc1 (stereo not given),0%,-26%&-30%,-24%,-17%&-12%,0%,·,-8%&-2%,1%&0%,-8%&-4%
O=C(NCCCc1ccccc1)c1ccc([N+](=O)[O-])cc1Cl,-4%,34%[activator],16%,-6%,6%,-14,-15%,0%,2%
O=C(NC1CCCCCC1)C1C2C=CC3(CN(Cc4cccnc4)C(=O)C13)O2 (stereo not given),-15%,35%[activator],10%,-5%,-1%,4,-3%,1%,-2%
CCCCn1cc(S(=O)(=O)c2ccc(F)cc2)c(=O)c2ccccc21,-17%,33%[activator],1%,-3%,7%,-14,6%,-1%,·
O=C(c1ccc2ccccc2n1)N1CCN(S(=O)(=O)c2ccccc2)CC1,-2%,-15%,·,8%,-1%,4,·,·,29%
CCOC(=O)N1CCN(C(=O)C2CCN(Cc3ccc(OC)cc3OC)CC2)CC1,-11%,8%,-27%,-18%,-1%,4,7%,0%,7%
CCCn1c2ccc(/C(C)=N\O)cc2c2cc(/C(C)=N/O)ccc21,-15%,20%,57%,-3%,2%,-9,-17%,-7%,4%
CCCNS(=O)(=O)c1ccc(CCC(=O)N2CCN(c3ccc(F)cc3)CC2)cc1,-9%,15%,14%,-12%,-4%,-3,-14%,0%,-5%
COc1ccc(NC(=O)c2ccccc2SC)cc1OC,-19%,-4%,-5%,-2%,i,-8,-7%,-3%,0%
CC[C@@H](C)[C@@H]1CN([C@@H](CN2CCC[C@H]2CN2C(N)=NC[C@H]2CC(C)C)C(C)C)C(=N)N1CCc1ccc(Cl)c(Cl)c1,-7%,?,·,-14%,-12%,·,·,·,54%[activator]
COc1ccc(C(=O)NCCCNC(=O)c2ccccn2)cc1Br,-8%,-3%,12%,-3%,-9%,0,-11%,-2%,15%
CC(C)(NO)/C(=N/O)c1ccc(Br)cc1,-14%,11%,-7%,0%,3%,12,?,1%,1%
O=C(NC(=S)N(Cc1ccccc1)Cc1ccccc1)c1ccccc1F,-12%,-7%,0%,-1%,i,-16,?,-12%,2%
O=C(NCCCN1CCOCC1)c1cc2ccccc2oc1=O,-5%,32%[activator],40%,-2%,0%,-14,-7%,2%,-4%
C[C@H](NC(=O)c1[nH]cnc1C(=O)Nc1ccccc1)c1ccccc1,-8%,6%,·,-2%,i,·,·,·,6%
COc1cc2c(cc1OC)C(c1ccccc1)N(C(=O)c1ccco1)CC2 (stereo not given),-11%,-18%,26%,10%,-9%,-4,-15%,-4%,0%
Cc1nnc(Nc2ccc(Cl)c(C(F)(F)F)c2)[nH]c1=O,-9%,4%,4%,-1%,-2%,4,-2%,1%,-1%
COc1ccc(-c2cn3cccnc3n2)cc1NC(=O)C(C)C,·,·,-24%,·,·,·,65%[activator],-2%,18%
COc1ccccc1C(=O)Nc1sc2c(c1C#N)CCC2,-13%,44%[activator],4%,-5%,3%,-1,-4%,-17%,-2%
O=C(c1ccc2c3c(cccc13)CC2)C1CCCN(C(=O)c2cccnc2)C1 (stereo not given),-13%,40%[activator],-1%,-14%,12%,-12,-5%,-7%,-3%
CCOP(=O)(OCC)c1nc(/C=C/c2ccccc2)oc1NCc1ccccc1,-22%,-5%,0%,-6%,2%,-2,340%[activator],-7%,-4%
Cc1cc(/C=N/Nc2nc(N)ncc2[N+](=O)[O-])c(C)n1-c1ccccc1F,·,·,2%,·,·,·,-14%,-2%,-5%
O=C1CCCN1c1ccc(S(=O)(=O)N2CCN(c3ccccn3)CC2)cc1,0%,21%,-2%,-3%,i,-3,-2%,0%,3%
COc1ccc(N(CC(=O)Nc2cccc(OC)c2)S(=O)(=O)c2c(C)nn(C)c2C)cc1,-5%,15%,9%,-10%,11%,0,6%,-5%,1%

# A portion from further up, as a working copy:
SMILES,Pol eta inh,POLI inh,Pol beta inh,Pol kappa inh,PGK inhibitor,RXFP1 antag,Apoferritin bind,BLM inh,APE1 inh
Cc1cc(/C=N/Nc2nc(N)ncc2[N+](=O)[O-])c(C)n1-c1ccccc1F,·,·,2%,·,·,·,-14%,-2%,-5%
O=C1CCCN1c1ccc(S(=O)(=O)N2CCN(c3ccccn3)CC2)cc1,0%,21%,-2%,-3%,i,-3,-2%,0%,3%
COc1ccc(N(CC(=O)Nc2cccc(OC)c2)S(=O)(=O)c2c(C)nn(C)c2C)cc1,-5%,15%,9%,-10%,11%,0,6%,-5%,1%

# Source: PubChem BioAssay (National Center for Advancing Translational Sciences (NCATS))

# This is a subset; rates above refer to the full screens.
